# Tn6 DDE FP = inhibitors of Tn6 peptide binding to fibrin DD(E), primary screen, biochemical, fluorescence polarization, human fibrin, Tn6 probe | Fibrinogen beta chain (Homo sapiens), P02675 | Fibrin DD(E) TRITC-Tn6 fluorescence polarization displacement | inhibition, % at 8.3 µM | hit rate 0.21% among 370,000 | AID 720509, 2013;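 active = inhibition above a per-campaign cutoff: mean of compounds within control limits plus 3 SD, cut at about 15% in these data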;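 also: 0% = median of all compound wells on the plate and 100% = blocking peptide control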
# PLC-gamma1 inh = PLC-gamma1 enzyme inhibitors, primary screen, biochemical, fluorescence, purified enzyme. AID 720700, 2013. hit rate 0.84% among 370,000. 1-phosphatidylinositol 4,5-bisphosphate phosphodiesterase gamma-1 (Homo sapiens), P19174. fluorogenic substrate. inhibition, % at 12.2 µM; in the data active = inhibition above about 9.5%
# ADAM17 inh = ADAM17 inhibitors, primary screen, biochemical, QFRET. recombinant ADAM17, EDANS/DABCYL FRET peptide cleavage. inhibition, % at 6.95 µM. hit rate 0.83% among 370,000;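 active = inhibition above the mean of compounds lying between control limits plus 3 SD, set per campaign, cut at about 8.5% in these data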;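 also: 0% = DMSO-only wells as the low control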
# TDP2 inh = human TDP2 enzyme inhibitors, primary screen, biochemical, epi absorbance, recombinant enzyme. Tyrosyl-DNA phosphodiesterase 2 (Homo sapiens), O95551. T5PNP hydrolysis, p-nitrophenol absorbance 415 nm. inhibition, % at 12.8 µM. hit rate 0.34% among 370,000. AID 720702, 2013;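 active = inhibition above the mean of all tested compounds plus 3 SD, set per campaign, cut at about 25% in these data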;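 also: 0% = DMSO with enzyme and 100% = buffer with substrate but no TDP2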
#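 Test system: Human TDP2 enzyme | Reagent: 5 mM T5PNP | Compound dosing: 12.8 µM single point, 1% DMSO | Incubation: Enzyme reaction with compound for 2 h at 37 °C | Technique: p-Nitrophenol epi absorbance | Read-out: % inhibition relative to enzyme-containing and enzyme-free wells | Benchmarks: High control without enzyme, low control DMSO plus TDP2 | Replicates: Singlicate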
# KLK7 zymogen act = proKLK7 zymogen activators, primary screen, biochemical, fluorescence intensity; purified proKLK7, EDANS-DABCYL substrate fluorescence; 100% is mature enzyme control, 0% vehicle; hit rate 0.9% among 370,000; Kallikrein-7 (Homo sapiens), P49862; activation, % at 7 µM; AID 652039, 2013;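 active = activation above the mean of all tested compounds plus 3 SD, computed per campaign excluding outliers beyond control limits, cut at about 13% in these data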
# ADAM10 inh = human ADAM10 inhibitors, primary screen, biochemical, QFRET, HTS | Disintegrin and metalloproteinase domain-containing protein 10 (Homo sapiens), O14672 | AID 720582, 2013 | inhibition, % at 7 µM | hit rate 0.62% among 370,000 | recombinant ADAM10, EDANS/DABCYL FRET peptide cleavage, 3 h;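 active = inhibition above a per-campaign cutoff equal to the mean of compounds falling between control-based bounds plus 3 SD, cut at about 20% in these data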;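 also: 0% = DMSO wells while the 100% control is not disclosed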
# Target sequence (O14672 214-748 limits assumed): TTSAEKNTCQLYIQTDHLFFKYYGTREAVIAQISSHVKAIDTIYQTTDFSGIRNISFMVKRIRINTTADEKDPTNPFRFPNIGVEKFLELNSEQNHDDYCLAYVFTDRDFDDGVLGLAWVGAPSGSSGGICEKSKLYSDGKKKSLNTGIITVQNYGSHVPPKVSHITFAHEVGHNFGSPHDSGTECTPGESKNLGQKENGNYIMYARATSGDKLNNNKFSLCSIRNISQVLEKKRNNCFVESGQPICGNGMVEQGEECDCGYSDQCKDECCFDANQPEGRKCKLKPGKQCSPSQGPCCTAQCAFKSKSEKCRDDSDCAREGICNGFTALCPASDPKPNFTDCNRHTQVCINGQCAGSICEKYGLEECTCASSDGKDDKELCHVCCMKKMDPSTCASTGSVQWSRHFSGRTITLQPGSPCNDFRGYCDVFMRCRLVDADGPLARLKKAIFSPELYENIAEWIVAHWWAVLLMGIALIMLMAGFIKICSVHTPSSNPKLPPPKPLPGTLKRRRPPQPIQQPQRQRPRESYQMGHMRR
# ARFGAP1 inhibitor = inhibitors of rat ARFGAP1 GAP activity, primary screen, biochemical, fluorescence polarization, GDP tracer | ADP-ribosylation factor GTPase-activating protein 1 (Rattus norvegicus), Q62848 | AID 651572, 2012 | Arfgap1-stimulated ARF1 GTP hydrolysis, GDP FP detection | inhibition, % at 16.5 µM | hit rate 0.26% among 360,000;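 active = inhibition above a per-plate limit, mean inhibition of low control wells plus 3 SD, cut at about 25% in these data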;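 also: 0% = DMSO wells with enzyme and 100% = wells lacking Arfgap1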
# Target sequence (Q62848 1-136 limits assumed): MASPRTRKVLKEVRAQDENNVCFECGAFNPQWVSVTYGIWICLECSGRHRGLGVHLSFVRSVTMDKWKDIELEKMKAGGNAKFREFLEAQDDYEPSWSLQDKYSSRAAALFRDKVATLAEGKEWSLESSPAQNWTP
#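 Material – truncated rat Arfgap1 GAP domain · Buffer or medium – HEPES-based buffer, pH 7.5 · Reagent – human ARF1(Δ1-17)-GTP substrate · Dosing – 16.5 µM single point, 1.26% DMSO · Schedule – GTP hydrolysis reaction 2 h at 25 °C · Technique – GDP detection by fluorescence polarization · Benchmarks – No-Arfgap1 wells (100%) versus DMSO full-reaction wells (0%) · Repeats – single replicate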
# DDE Tn7 FP inh = inhibitors of Tn7 peptide binding to fibrin DD(E), primary screen, biochemical, fluorescence polarization, human fibrin, Tn7 probe. Fibrinogen beta chain (Homo sapiens), P02675. FP displacement of FITC-Tn7 peptide from fibrin DD(E); 0% = median of compound wells per plate. inhibition, % at 8.3 µM. hit rate 0.13% among 370,000. AID 720508, 2013;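 active = inhibition above the mean of compounds falling within the control limits plus 3 SD of them, cut at about 14% in these data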;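 also: 0% = plate median of compound wells and 100% = 10 µM Aha-Tn7 peptide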
#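 Assay system: human fibrin DD(E) protein / Input: 2 µM fibrin DD(E) / Benchmarks: high control of 10 µM Aha-Tn7 peptide / Measured by: fluorescence polarization of the labelled Tn7 tracer / Medium: Tris buffer with calcium and detergent, pH 7.8 / Timing: 10 min compound pre-incubation, 3 h probe incubation at room temperature / Repeats: one replicate per compound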
# LEDGF integ inh = blockers of LEDGF/p75-dependent integrase strand transfer – biochemical, TR-FRET, high throughput, primary screen. HIV-1 integrase (with human LEDGF/p75). TR-FRET IN-LEDGF/p75 DNA integration, Eu/Cy5. inhibition, % at 3.7 µM. hit rate 0.64% among 370,000;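 active = inhibition above the screen-wide mean plus 3 SD, cut at about 13% in these data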;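 also: signal is the Cy5 over europium emission ratio at 671 and 618 nm; 0% = plate median of compound wells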
# ASAP1 GAP inh = inhibitors of human ASAP1 ArfGAP activity, primary screen, biochemical, fluorescence polarization | Arf-GAP with SH3 domain, ANK repeat and PH domain-containing protein 1 (Homo sapiens), … | ASAP1-stimulated ARF1 GTP hydrolysis, GDP FP detection | inhibition, % at 16.5 µM | hit rate 0.19% among 360,000 | AID 624377, 2012; in the data active = inhibition above about 25%;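 also: 0% = vehicle with enzyme and substrate and 100% = no enzyme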
# Target sequence (Q9ULH1 325-724 limits assumed): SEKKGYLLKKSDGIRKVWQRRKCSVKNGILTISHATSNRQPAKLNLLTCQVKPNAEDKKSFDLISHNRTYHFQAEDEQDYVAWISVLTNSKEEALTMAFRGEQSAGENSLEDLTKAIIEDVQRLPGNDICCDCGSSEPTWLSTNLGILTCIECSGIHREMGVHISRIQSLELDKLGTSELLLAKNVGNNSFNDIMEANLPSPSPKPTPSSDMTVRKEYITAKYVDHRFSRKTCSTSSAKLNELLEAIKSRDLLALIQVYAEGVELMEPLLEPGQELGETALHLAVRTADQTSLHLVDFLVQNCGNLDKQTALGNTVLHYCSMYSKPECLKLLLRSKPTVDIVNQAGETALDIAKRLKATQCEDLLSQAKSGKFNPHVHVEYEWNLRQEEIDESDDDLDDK
# Active calls of the source: *; i = inactive.
SMILES,Tn6 DDE FP,PLC-gamma1 inh,ADAM17 inh,TDP2 inh,KLK7 zymogen act,ADAM10 inh,ARFGAP1 inhibitor,DDE Tn7 FP inh,LEDGF integ inh,ASAP1 GAP inh
CCc1cccc(NC(=O)CSCc2cc(=O)[nH][nH]2)c1,2,-1,1,-3,0.2,6,11,-8,-1,15
CCOC(=O)c1cc(-c2ccccc2)n(CC(=O)Nc2ccc(OC)cc2)c1C,0,6,2,-3,-0.9,-3,15,-2,-1,12
Cc1ccc(OCCNC(=O)CCc2ccccc2)cc1C,-2,-1,-1,1,-0.5,1,1,2,0,1
C[C@H](CO)N1C[C@H](C)[C@@H](CN(C)S(=O)(=O)c2cccs2)Oc2c(NS(=O)(=O)c3ccc(F)cc3)cccc2C1=O,-1,3,-2,7,0.4,2,4,4,-4,4
Cc1ccc2c(c1)N(CCC(=O)NCC1CCCO1)C(=O)CO2 (centres undefined),7,-2,-5,-4,0.3,-10,2,3,-1,-2
COc1ccccc1N=NC1=C(O)CC(C)(C)CC1=O,5,-1,1,-10,0.7,-7,4,4,-1,12
CC(C)(C)OC(=O)N1CCCC(C(=O)Nc2cccc(C(=O)NCCCCc3ccccc3)c2)C1 (centres undefined),-6,8,13*,-13,0.4,22*,-7,-6,3,1
CCOc1ccc(CCNC(=O)COC(=O)c2ccncc2)cc1OCC,-7,-4,-7,3,0.2,-16,10,9,-4,-3
O=C(Nc1cccc(Cl)c1)Nc1cnccn1,-3,-1,0,-1,0.6,-11,5,4,-1,-2
O=C(CCCCC(=O)Nc1ccc(F)cc1F)Nc1ccc(F)cc1F,8,-3,0,-2,0.0,-5,1,3,-5,4
O=C(CCN1CCN(CCO)CC1)Nc1ccc(C2CCCC2)cc1,6,2,2,0,0.3,-5,-5,-4,-3,-3
COc1ccc(S(=O)(=O)N2CCC(C(=O)NCc3ccncc3)CC2)cc1C,-5,-1,-5,13,0.0,0,14,0,-1,3

# The final two entries of the part above come first, to join the parts.
SMILES,Tn6 DDE FP,PLC-gamma1 inh,ADAM17 inh,TDP2 inh,KLK7 zymogen act,ADAM10 inh,ARFGAP1 inhibitor,DDE Tn7 FP inh,LEDGF integ inh,ASAP1 GAP inh
O=C(CCN1CCN(CCO)CC1)Nc1ccc(C2CCCC2)cc1,6,2,2,0,0.3,-5,-5,-4,-3,-3
COc1ccc(S(=O)(=O)N2CCC(C(=O)NCc3ccncc3)CC2)cc1C,-5,-1,-5,13,0.0,0,14,0,-1,3
Cc1ccccc1Oc1nc2c(C)cccn2c(=O)c1/C=C(\C#N)C(=O)NC1CCS(=O)(=O)C1 (centres undefined),0,-101,-183,-1,7.7,i,1,-5,4,-11
CCOc1cc(/C=N/NC(=O)c2cccnc2)ccc1OC(=O)c1ccco1,-9,-1,1,1,-0.1,-2,-14,0,1,10
Cc1cnc(C(=O)N2CCCC(C(=O)c3ccc(C(F)(F)F)cc3)C2)cn1 (centres undefined),-7,0,-2,-15,0.5,-2,10,-2,-7,-2
Cc1ccc(O)c(NC(=O)c2cccc(NC(=O)c3ccco3)c2)c1,-4,3,2,-12,0.4,8,3,-3,-2,-8
O=c1cc(-c2nn[nH]n2)[nH]c(=O)[nH]1,-9,0,-2,-8,0.2,-12,0,1,-2,-3
COc1ccc(C(=O)Nc2c3c(nn2-c2ccc(Cl)cc2)CS(=O)(=O)C3)cc1,5,1,-1,10,1.0,-3,-7,-3,2,-5
CCOC(=O)c1c(N)c2cc([N+](=O)[O-])ccc2n1C,-10,0,0,3,-0.5,0,-2,-1,-2,-2
COc1cccc(/C=N/NC(=O)COc2cccc3cccnc23)c1O,-7,-18,-9,10,-4.7,-11,0,-4,-3,3
CCCNC(=S)N1CCC(NC(=O)C2CCCCC2)CC1,1,4,4,-23,-0.3,13,7,3,3,-5
O=C(COC(=O)c1n[nH]c(=O)c2ccccc12)Nc1ccccc1F,-2,0,0,9,0.1,2,-1,3,14*,-19
COc1ccc(Cl)cc1C(=O)NNC(=S)NC1CCCCC1,-3,2,-1,8,-0.1,2,4,-1,2,-25
COc1ccc(C(=O)Nn2c(SCC(=O)N3CCC(C)CC3)nc3ccccc3c2=O)cc1,-4,-11,-8,7,0.7,-31,-6,2,1,4
C=CCNS(=O)(=O)c1ccc(C(=O)OCc2cc(=O)oc3cc(OC)ccc23)cc1,-3,-60,-29,16,-13,-70,17,1,3,6
CCC(=O)Nc1c2c(nn1-c1ccc(OC)cc1)CS(=O)C2 (centres undefined),8,0,-3,1,0.4,-14,-2,8,-2,2
COc1cccc(NC2=C(Cl)C(=O)OC2OC(=O)c2ccco2)c1 (centres undefined),-3,1,2,4,-0.1,-2,0,-6,3,7
CC(C)c1nc2n[nH]c(N)c2c2c1CCCC2,-8,-7,-2,-1,0.2,-4,0,4,-4,-2
COc1cc(NC(=O)c2ccccc2)ccc1NC(=O)c1cc2ccccc2o1,2,-4,-4,-16,-2.5,-5,-7,4,-5,-14
COc1cccc(Nc2cc(C)nc3ccccc23)c1,0,2,1,13,-0.6,11,-11,3,3,-2
CC(C)CCNc1nc(N2CCCC2)c2c(c1C#N)CCN(C)C2,0,-127,-22,-5,-0.5,-70,9,1,-1,2
COc1ccc(OC)c(NC(=O)CNC(=O)Cn2cnc3sc(C)cc3c2=O)c1,4,1,-1,1,-0.2,-7,4,6,-3,-5
CC(=O)C1=C(C)N(Cc2ccccc2)C(=O)N[C@H]1c1cccc(C(F)(F)F)c1,-3,-3,-1,1,-13,-4,-6,0,-1,-1
Cc1cc(C(=O)NNC(=O)Cc2ccc(Cl)c(Cl)c2)c(C)o1,-2,-4,-2,7,0.5,-9,-3,-5,-3,-7
O=C(Nc1ccc2c(c1)OCO2)C1CC(=O)N(c2ccccc2)C1 (centres undefined),-2,1,-3,-11,-0.9,-14,15,1,-4,-13
CCOc1ccc(NC(=O)c2ccc(F)cc2F)cc1,1,-2,-4,2,1.4,2,10,0,-1,6
COc1ccc(Cn2nnnc2C(c2ccccc2OC)N2CCC(C(N)=O)CC2)cc1 (centres undefined),3,-1,-3,1,-0.6,-7,6,4,2,-10
CCCCn1nc2cc(C(=O)NCCc3ccc(C)cc3)ccc2c1OCC,-1,-199,-133,7,-21,-463,4,0,-1,6
CCC1(C)COC(c2ccc(OC)c(OC)c2)OC1 (centres undefined),5,0,-1,4,-0.9,-3,-15,0,-1,7
CCOC(=O)C1=C(Cn2cnc3ccccc32)NC(=O)NC1c1cc(C)ccc1C (centres undefined),-1,8,3,-11,0.4,16,-8,-1,6,-2
COC(=O)c1ccc(CN2CCC(n3nccc3NC(=O)C3CC3)CC2)cc1,-4,2,-3,8,0.8,1,3,-7,0,-4
C#CCOc1ccc(C2C3=C(CC(C)(C)CC3=O)N(CC(=O)O)C3=C2C(=O)CC(C)(C)C3)cc1OC,-2,-36,-9,5,-0.1,-30,19,0,-1,0
Cc1ccc(-c2nc(CS(=O)CC(=O)NC3CCCC3)c(C)o2)cc1 (centres undefined),-2,-3,-1,4,-0.3,-11,-8,10,1,5
CSc1ccc(CNC(=O)C2CCC(=O)N(CC3CCCCC3)C2)cc1 (centres undefined),0,1,0,-1,-0.3,2,-6,-5,5,-11
Nc1cc(C(Cl)=C(Cl)Cl)c(S(N)(=O)=O)cc1S(N)(=O)=O,5,0,-1,5,0.5,3,4,0,1,-8
CC(CCc1ccccc1)NC(=O)CCC(=O)N1CCC(C(N)=O)CC1 (centres undefined),-4,0,-5,-8,0.5,1,-2,5,2,7
CC(C)c1cc(Br)ccc1OCCN1C(=O)NC(C)(C)C1=O,0,0,0,-4,0.0,2,-4,-3,8,-7
CC1CCCCC12NC(=O)N(CC(=O)OCC(=O)Nc1ccc(F)cc1[N+](=O)[O-])C2=O (centres undefined),0,1,0,-10,-0.1,1,0,-5,1,5
O=C(N/N=C/c1ccc([N+](=O)[O-])o1)c1cn(-c2ccccc2)nc1-c1ccc(Cl)cc1,-3,-2,0,0,-0.5,1,-1,3,0,-5
CCC(=O)Nc1ccc(-c2ccc(N3CCCCC3)nn2)cc1,-5,-32,-10,-10,1.4,-36,-21,2,0,12
CCOc1cc(CNn2cnnc2)cc(Cl)c1OCC(=O)NC(C)(C)C,2,-2,-1,-2,-0.3,1,4,1,1,-2
COCCNC(=O)C1(C)CCN(C(=O)c2ccc3ccccc3n2)C1 (centres undefined),-1,0,-3,-4,-0.5,-15,12,-7,-1,0
O=C1NC(Cc2ccc(O)cc2)c2nc3cc(F)c(F)cc3c(=O)n2-c2cc3ccccc3cc21 (centres undefined),-2,-4,1,8,-1.5,7,-1,2,-3,10
CCCCCCNS(=O)(=O)c1ccccc1Br,-8,0,0,-1,0.4,5,4,-3,-3,-1
O=C(OC(C(=O)NC1CCCCC1)c1ccccn1)c1cccs1 (centres undefined),-2,-1,-8,-5,0.1,-2,-3,0,0,-5
Cc1oc(-c2cc(F)ccc2F)nc1CN1CCCN(C(=O)c2ccco2)CC1,-2,-4,-1,3,0.1,5,-2,-4,3,-5

# Bioassay records deposited in PubChem BioAssay by The Scripps Research Institute Molecular Screening Center.
